GALK inhibitor – blocks human galactokinase activity; P51570; Purified GALK, Kinase-Glo residual ATP luminescence; Potency, µM (top dose mostly 57.5 µM), without a hit: at the highest dose activity change, negative = inhibition, usual class: inhibitors; 270,000 compounds, 0.007% hits; note: potency is the fitted concentration of half-maximal effect; % is set by controls: 0 for no effect and ±100 for the full control effect
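ATP-depletion format; final 35 uM ATP, 100 uM D-galactose, 5 nM enzyme; pH 8.0 HEPES/Mg2+ buffer; 60 min RT; luminescence read 10 min after detection reagent.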
hERG WT inh – blocks the wildtype human KCNH2 potassium channel; Q12809; U2OS, BacMam KCNH2, thallium flux FluxOr; active compounds read low; activity change, % at 1.84 µM; 340,000 compounds, 0.37% hits; AID 720551;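 active = maximum activity change below -70%; inconclusive = maximum activity change between -70% and -50%; inactive = maximum activity change above -50%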; note: % is set by controls: 0 for no effect and ±100 for the full control effect
Target sequence (Q12809 whole entry, looked up): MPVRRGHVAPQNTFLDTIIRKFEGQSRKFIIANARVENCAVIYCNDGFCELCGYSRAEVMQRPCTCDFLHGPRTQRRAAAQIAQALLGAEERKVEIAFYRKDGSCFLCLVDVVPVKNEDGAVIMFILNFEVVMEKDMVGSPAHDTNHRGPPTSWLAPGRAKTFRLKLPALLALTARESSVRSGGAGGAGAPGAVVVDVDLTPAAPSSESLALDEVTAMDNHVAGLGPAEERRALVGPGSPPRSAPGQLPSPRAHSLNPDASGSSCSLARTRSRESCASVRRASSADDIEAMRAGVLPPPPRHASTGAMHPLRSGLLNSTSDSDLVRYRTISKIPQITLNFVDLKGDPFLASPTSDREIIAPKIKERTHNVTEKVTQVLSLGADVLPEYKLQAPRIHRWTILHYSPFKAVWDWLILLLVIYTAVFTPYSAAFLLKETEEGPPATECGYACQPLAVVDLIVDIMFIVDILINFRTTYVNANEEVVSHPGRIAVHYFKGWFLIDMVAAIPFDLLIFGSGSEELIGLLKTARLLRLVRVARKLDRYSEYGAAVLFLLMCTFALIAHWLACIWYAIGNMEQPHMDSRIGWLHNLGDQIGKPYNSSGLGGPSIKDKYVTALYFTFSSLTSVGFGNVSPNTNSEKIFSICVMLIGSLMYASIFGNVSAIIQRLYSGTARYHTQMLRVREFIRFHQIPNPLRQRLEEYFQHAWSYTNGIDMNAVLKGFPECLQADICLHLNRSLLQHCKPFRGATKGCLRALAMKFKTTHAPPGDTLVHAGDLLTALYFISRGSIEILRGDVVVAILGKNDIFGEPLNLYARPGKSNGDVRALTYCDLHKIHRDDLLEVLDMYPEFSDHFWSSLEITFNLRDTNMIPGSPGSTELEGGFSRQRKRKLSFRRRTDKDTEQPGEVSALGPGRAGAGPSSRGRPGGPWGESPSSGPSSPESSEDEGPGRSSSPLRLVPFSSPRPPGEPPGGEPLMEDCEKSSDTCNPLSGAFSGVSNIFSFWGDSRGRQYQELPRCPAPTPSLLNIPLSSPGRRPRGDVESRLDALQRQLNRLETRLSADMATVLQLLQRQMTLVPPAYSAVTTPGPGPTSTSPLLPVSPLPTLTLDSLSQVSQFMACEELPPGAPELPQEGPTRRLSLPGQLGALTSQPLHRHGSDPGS
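U2OS cells transduced with wild-type KCNH2 virus are loaded with FluxOr dye for 45 min, and thallium flux is measured in kinetic reads before and after stimulation buffer. Rate constants are normalized to DMSO controls.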
MBNL1 CUG block – blocks human MBNL1 binding to CUG repeat RNA | TR-FRET MBNL1-His/biotin-(CUG)12 binding, 665/545 ratio | Potency, µM (titrated, usually from 57.5 µM), inactives show at the highest dose activity change, negative = inhibition, hits mostly inhibitors | 280,000 compounds, 0.036% hits | AID 2675; active = well fitted inhibition curve with a large enough effect in the signal ratio, with a control signal flat, not every such curve was filed as active; inconclusive = small, poorly fitted or top-dose-only effect, or effect the other way, or a change in a side signal; inactive = no such curve, though single readings can be large or run the other way; the % refers to the signal ratio; note: potency is the fitted concentration of half-maximal effect; % is set by controls: 0 for no effect and ±100 for the full control effect
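Compound titration spanned 92 nM–58 uM against the MBNL1-His/biotin-(CUG)12 complex. After 60 min at room temperature with 5 nM streptavidin-XL665 and 0.055 ng/ul terbium anti-His, ratiometric 665/545 nm emission (Ex 340 nm) normalized to controls.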
KCNH2 3.1 inh – blocks the human KCNH2 3.1 channel isoform | U2OS KCNH2 3.1, thallium flux FluxOr; active compounds read low | activity change, % (tested at about 1.8 µM) | 340,000 compounds, 0.95% hits | AID 720553;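 active = maximum activity change below -70%; inconclusive = maximum activity change from -70% to -50%; inactive = maximum activity change above -50%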;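 note: thallium influx rate constant from kinetic fluorescence after stimulation buffer; % is set by controls: 0 for no effect and ±100 for the full control effect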
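We transduce U2OS cells with the mutant 3.1 virus, culture them overnight, load FluxOr with Red40 quencher for 45 min, then add stimulation buffer and read kinetically for 2 min to derive a normalized rate constant.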
AT treatment – candidate therapy for ataxia-telangiectasia. […] A-T fibroblasts, KAP-1 phosphorylation AlphaLISA; neocarzinostatin DNA damage 30 min before lysis. Potency, µM (doses to about 57.5 µM), inactives show at the top dose activation, actives largely listed as activators. 320,000 compounds, 0.19% hits; note: potency is the fitted concentration of half-maximal effect; % of control where 0% means no effect; nearly all actives have a fitted effect of over 45% in size
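hTERT-immortalized A-T patient fibroblasts ([…]), 500 cells/well in OPTI-MEM, 1% FBS, got compounds for 60 min, then NCS for 30 min at 37C. Lysates were then assayed for phospho-KAP-1 by AlphaLISA (anti-pKAP1 donor, anti-KAP1 acceptor beads), 6 hr at 25C.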
Integrin act MD – activators of alpha7 integrin expression for muscular dystrophy | AID 624291 | 350,000 compounds, 0.064% hits | alpha7betagal myoblasts, beta-gal FDG fluorescence, 48 h | Potency, µM (series often up to 38.3 µM), for inactives: top-dose activation, usual class: activators;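 note: potency is the fitted concentration of half-maximal effect; 100% = response of the positive control SU9516; nearly all actives have a fitted effect of over 60% in size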
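alpha7betagal+/- myoblasts (passage 13, 250/well) treated 48 h at 37C with compounds at 1:260 dilution of DMSO stock. Lysed, then beta-galactosidase activity read as FDG fluorescence (ex 480/em 540) after 30 min, with pre-read for autofluorescence.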
CXXC DNA block – inhibitors of human MLL CXXC domain-DNA interaction. Q03164. 290,000 compounds, 0.037% hits. Potency, µM (titrated, usually from 115 µM), for inactives: at the top dose activity change, negative = inhibition, hits mostly inhibitors. MLL-CXXC / FITC-HOXA9 DNA fluorescence polarization; active = well fitted inhibition curve with a large enough effect in the polarisation, with a control signal flat, not every such curve was filed as active; inconclusive = small, poorly fitted or top-dose-only effect, or effect the other way, or a change in a side signal; inactive = no such curve, though single readings can be large or run the other way; the % refers to the polarisation; note: potency is the fitted concentration of half-maximal effect
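Fluorescence polarization: 7 uM MLL-CXXC (stock) preincubated 5 min with compounds, then 50 nM fluorescein-HOX-A9 DNA (stock) added; 30 min ambient. Buffer 50 mM Tris-HCl pH 7.5, 50 mM NaCl, 1 mM DTT, 0.05% BSA.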
TRPV1 agonist – agonists of human vanilloid receptor 1 (TRPV1) | Q8NER1 | TRPV1-expressing cells, Fluo-8 calcium influx, agonist mode | AID 540275 | 320,000 compounds, 0.19% hits | activation, % at 8.33 µM; in the data active = activation above about 80%; inconclusive = between about 30% and that limit; note: 0% is about no effect
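Fluo-8 calcium influx in TRPV1-expressing cells, kinetic read (ex 480/em 520 nm). Compound added and read 3 min for agonist activity, followed by capsaicin at EC20 final and 2 min further read for enhancement.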
ASM inhibitor – human S-ASM enzyme inhibition | P17405 | placental ASM, HMU-PC fluorogenic substrate, 60 min | Potency, µM (doses to about 57.5 µM), for inactives: at the highest dose activity change, negative = inhibition, actives largely listed as inhibitors | 340,000 compounds, 0.006% hits | AID 504937; note: potency is the fitted concentration of half-maximal effect
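Steps: dispense placental human ASM, pin compound, wait 10 min at room temperature, add HMU-PC0 substrate at 9 uM final, incubate 60 min at 37 °C, add stop solution raising pH to 10, read fluorescence.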
FBPA coupling cs – inhibits coupling enzyme system, counter-screen for aldolase hits; coupling enzyme system counterscreen, AmpLite Red fluorescence; activity change, negative = inhibition, % at 58.2 µM, hits read low; 290,000 compounds, 0.67% hits; AID 2472; in the data active = activity change below about -30%; note: % is set by controls: 0 for no effect and ±100 for the full control effect
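Final compound at 57.5 uM, incubated 10 min at RT with coupling enzyme reagent (glyceraldehyde-3-phosphate), then 20 min with substrate and AmpLite Red detection. Fluorescence read at 525/598 nm; tests interference with the coupling assay, not aldolase inhibition.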
An asterisk follows results filed as active; ? = inconclusive; . = no result given; [ ] = remark or other dose. Unless noted, calls come from the whole dose curve; as a rule, active = well fitted curve in the direction sought with a large enough effect; inconclusive = small, poorly fitted or top-dose-only effect, or another doubt; inactive = no such curve, though single readings can be large; an effect the other way counts as inactive or inconclusive.

SMILES | GALK inhibitor | hERG WT inh | MBNL1 CUG block | KCNH2 3.1 inh | AT treatment | Integrin act MD | CXXC DNA block | TRPV1 agonist | ASM inhibitor | FBPA coupling cs
CN(C)CCN(C(=O)/C=C/c1cccs1)c1nc2c(F)cc(F)cc2s1 | 0% | 2 | . | -23 | 1% | -33% | 6% | -1 | -4% | 1
Cc1cccc(C)c1NC(=O)CSc1nnc(C2CCCCC2)o1 | 0% | 1 | -3% | 14 | -4% | -20% | 31%[activator] | 0 | 6% | 1
Cc1[nH]nc2c1C(Cc1ccccc1)C(C#N)=C(N)O2 (stereo not given) | -1% | 7 | -3% | 1 | . | 21% | 4% | -4 | 3% | 0
CCOC(=O)c1c(C)oc2c1c(C=NC1CCS(=O)(=O)C1)c(O)c1ccccc12 (stereo not given) | 6% | 1 | 8% | 3 | -6% | 11% | -1% | -1 | -3% | -16
CN(CC(=O)Nc1ccccc1Br)C(=O)C(Cc1ccccc1)NC(=O)c1ccccc1 (stereo not given) | 3% | 6 | 1% | . | 6% | 2% | 6% | 17 | 1% | .
CCN(Cc1cc(=O)oc2cc(C)ccc12)c1ccccc1 | 0% | 0 | 0% | 3 | 2% | ? | -6% | 26 | 0% | 2
Cn1cccc1C(=O)NC(=O)COC(=O)c1cc(S(=O)(=O)N2CCCCC2)ccc1Cl | 0% | 4 | 3% | -13 | -4% | 17% | 14% | 2 | 8% | -3
O=c1[nH]c(Nc2ccc(F)cc2)cc2ccccc12 | -2% | 11 | . | -8 | 6% | 19% | -1% | 2 | 193%[activator] | -34*
CN(C)S(=O)(=O)c1ccc(Cl)c(C(=O)NNC(=O)c2ccc3c(c2)OCO3)c1 | . | 5 | . | 0 | -1% | -2% | . | -1 | 1% | .
O=C(NCC1CCCO1)c1ccc2c(=O)n(Cc3ccco3)c(SCC(=O)N3CCCC3)nc2c1 (stereo not given) | 2% | -7 | -11% | 10 | 6% | -47%[inhibitor] | -12% | -2 | -2% | 5
CC1CC(C)(C)NC(=S)N1CC(=O)N1CCN(Cc2ccc3c(c2)OCO3)CC1 (stereo not given) | -1% | -16 | -3% | 8 | -2% | 19% | 5% | -1 | 1% | 1
Cc1ccc2c(c1)N(CCC(=O)NCC1COc3ccccc3O1)C(=O)CO2 (stereo not given) | 3% | -1 | ? | -1 | -1% | 15% | -11% | 3 | 0% | 0
Cc1ccc(OCCCC(=O)Nc2cc(Cl)ccc2-n2cncn2)cc1 | . | -4 | . | 12 | 1% | -9% | . | -2 | -1% | .
C#CCOCCOCCOCCNc1nc(N2CCOCC2)nc(N2CCN(C(=O)CCCCCCCCCCNC(=O)[C@@H](CCSC)n3cc(CCO)nn3)CC2)n1 | . | . | . | . | 4% | -1% | . | 5 | 4% | .
CCOc1ccccc1NC(=O)C(CC(C)C)NC(=O)C1CCCCC1 (stereo not given) | 0% | -5 | -2% | 2 | 7% | 0% | 8% | -2 | -2% | 0
O=C(CSc1nc(=O)n2ccccc2n1)N1CCCCCC1 | . | -15 | . | -1 | -1% | -11% | . | -1 | 4% | .
O=C(COC(=O)C1(c2ccccc2F)CCCC1)Nc1ncc(C(F)(F)F)cc1Cl | 2% | 2 | -13% | -20 | 18% | ? | 0% | 20 | -5% | -1
Cc1onc(-c2ccccc2)c1C(=O)Nc1nc(-c2ccc(F)c(F)c2)cs1 | -2% | 14 | 16% | -9 | -1% | 1% | 21% | 1 | -1% | -4
COc1ccc(OC(C)C(=O)Nc2cccc([N+](=O)[O-])c2)cc1 (stereo not given) | 2% | -12 | ? | -9 | 2% | -23% | -6% | 13 | 3% | 1
COc1ccc(CNC(=O)c2cnc3cc(C)ccn3c2=O)cc1 | -2% | -15 | ? | -4 | -2% | 27% | 0% | 3 | 2% | -2
CC1CC(C)CN(S(=O)(=O)N2CCCC(C(=O)NCCc3ccccc3)C2)C1 (stereo not given) | -3% | -13 | -4% | -15 | 4% | 11% | 0% | 2 | -1% | .
O=C(CN1CCC(C(=O)c2ccc3c(c2)OCCO3)CC1)NCc1ccc(F)cc1 | 1% | 3 | 0% | -2 | 3% | -7% | 20% | ? | 1% | 3
CS(=O)(=O)N1CCN(c2ccc([N+](=O)[O-])c(SCc3ccco3)c2)CC1 | 5% | 8 | ? | -10 | 0% | -22% | 3% | 9 | -12% | 1
COC(=O)Nc1c(C)nn(Cc2ccccc2C)c1C | 1% | -21 | 6% | -8 | 1% | 9% | -1% | 1 | 1% | 7
CCC(C)NC(=O)CSC1=Nc2ccccc2C2=NC(c3ccccc3)C(=O)N12 (stereo not given) | 0% | 1 | -6% | 9 | . | 1% | -7% | 1 | 48%[activator] | -2

A run of entries from further up, for reference:
SMILES | GALK inhibitor | hERG WT inh | MBNL1 CUG block | KCNH2 3.1 inh | AT treatment | Integrin act MD | CXXC DNA block | TRPV1 agonist | ASM inhibitor | FBPA coupling cs
CN(C)CCN(C(=O)/C=C/c1cccs1)c1nc2c(F)cc(F)cc2s1 | 0% | 2 | . | -23 | 1% | -33% | 6% | -1 | -4% | 1
Cc1cccc(C)c1NC(=O)CSc1nnc(C2CCCCC2)o1 | 0% | 1 | -3% | 14 | -4% | -20% | 31%[activator] | 0 | 6% | 1
Cc1[nH]nc2c1C(Cc1ccccc1)C(C#N)=C(N)O2 (stereo not given) | -1% | 7 | -3% | 1 | . | 21% | 4% | -4 | 3% | 0
CCOC(=O)c1c(C)oc2c1c(C=NC1CCS(=O)(=O)C1)c(O)c1ccccc12 (stereo not given) | 6% | 1 | 8% | 3 | -6% | 11% | -1% | -1 | -3% | -16
CN(CC(=O)Nc1ccccc1Br)C(=O)C(Cc1ccccc1)NC(=O)c1ccccc1 (stereo not given) | 3% | 6 | 1% | . | 6% | 2% | 6% | 17 | 1% | .
CCN(Cc1cc(=O)oc2cc(C)ccc12)c1ccccc1 | 0% | 0 | 0% | 3 | 2% | ? | -6% | 26 | 0% | 2
Cn1cccc1C(=O)NC(=O)COC(=O)c1cc(S(=O)(=O)N2CCCCC2)ccc1Cl | 0% | 4 | 3% | -13 | -4% | 17% | 14% | 2 | 8% | -3

More compounds follow:
SMILES | GALK inhibitor | hERG WT inh | MBNL1 CUG block | KCNH2 3.1 inh | AT treatment | Integrin act MD | CXXC DNA block | TRPV1 agonist | ASM inhibitor | FBPA coupling cs
COc1ccc(C(O)(CCc2ccccc2)CCN2CCCCC2)cc1 (stereo not given) | -1% | 56 | -8% | 0 | 15% | -46%[inhibitor] | 20% | 15 | -1% | 4
CCc1nnc(NC(=O)C2CCN(C(=O)c3ccccc3C)CC2)s1 | . | -9 | . | 1 | -1% | 3% | . | 0 | 1% | .
COCCCNC(=O)/C(C#N)=C/c1cccc(NC(=O)c2ccccc2Cl)c1 | -2% | -5 | ? | -33 | 12% | -22% | -3% | ? | -1% | 0
O=C(NNC(=O)c1ccccc1O)c1ccc(S(=O)(=O)Nc2ccccc2)cc1 | . | -88* | . | 5 | -5% | -8% | . | 2 | -5% | .
CC(C)CN(C(=O)CCC1CCCCC1)c1c(N)n(CC(C)C)c(=O)[nH]c1=O | . | -2 | . | 5 | 1% | 11% | . | 1 | 3% | .
COc1ccc(N2CCOCC2)c(NC(=O)COc2cccc(C)c2)c1 | -3% | -3 | 1% | -10 | 10% | -2% | 0% | 9 | -1% | -2
Cc1cc(C)nc(CC(N)=O)n1 | -1% | 2 | 7% | 42 | -4% | 3% | 3% | -1 | 4% | 2
CCC(c1c(C)[nH]oc1=O)c1c(C)[nH]oc1=O | 6% | 2 | ? | 13 | 18% | -7% | 15% | -3 | -1% | 1
O=C1CC(NCC2CCCO2)C(=O)N1c1ccc(Cl)cc1 (stereo not given) | 0% | -7 | -3% | 4 | 3% | 13% | -7% | -6 | 1% | 3
CN(CC(=O)Nc1cccc(Cl)c1)C1=NS(=O)(=O)c2ccccc21 | . | 4 | . | -4 | 2% | -5% | . | . | -1% | .
COc1cc(C(=O)N=C2SC3CS(=O)(=O)CC3N2c2ccccc2)cc(OC)c1OC (stereo not given) | 2% | 1 | -6% | -11 | -4% | 7% | 10% | 1 | -1% | 0
Fc1ccc(-n2nnc(-c3ccccc3)n2)cc1 | -1% | 1 | -3% | 9 | 1% | 39% | 22% | -1 | 5% | 3
C[C@@H]1NS(=O)(=O)c2cc(Cl)ccc2O[C@@H]1c1ccccc1 | . | 18 | . | -3 | . | 30% | . | . | -4% | .
COc1ccc(S(=O)(=O)N2CCOC2CNC(=O)C(=O)NCc2ccncc2)cc1OC (stereo not given) | -2% | -5 | 0% | -16 | 8% | -12% | -2% | 4 | -1% | .

Source: PubChem BioAssay
